# Assay outcomes deposited in PubChem by National Center for Advancing Translational Sciences (NCATS).
# BRCA1 expr act – BRCA1 expression activation. MCF7-BRCA1-FFLuc reporter, luminescence, 48 h; response scale: scaled: vehicle 0%, 10 µM genistein 100%. Potency, µM (highest dose often 46.1 µM), for the others: top-dose activation, usual class: activators. 380,000 tested, 1.1% active. AID 624202; further: potency means the concentration at half of the fitted maximal effect; nearly all actives have a fitted effect of over 80% in size; some results filed as inactive show a strong effect at the top dose
#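 Reporter cells (MCF7, BRCA1 promoter-firefly luciferase) received library compounds across a concentration series for 48 h. End-point luminescence was measured and concentration-effect curves derived after normalization.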
# ASM inhibitor – inhibitors of human secretory acid sphingomyelinase; Potency, µM (titrated, usually from 57.5 µM), for inactives: at the top dose activity change, negative = inhibition, most hits filed as inhibitors; P17405; placental ASM, HMU-PC fluorogenic substrate, 60 min; 340,000 tested, 0.006% active; AID 504937; further: potency means the concentration at half of the fitted maximal effect
#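 qHTS format. ASM enzyme prepared from human placenta hydrolyses the fluorogenic substrate HMU-PC0 (9 uM final) over 60 min at 37 °C after a 10 min compound preincubation.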
# PTAP TSG101 blk – blocks PTAP/TSG101 interaction to inhibit HIV-1 budding; Fluorescence polarization, FITC-PTAP peptide / Tsg101 binding; Potency, µM (series often up to 115 µM), inactives show at the top dose activity change, negative = inhibition, most hits filed as inhibitors; 340,000 tested, under 10 active; Q99816; active means well fitted inhibition curve with a large enough effect in the main read-out, with a control signal flat, not every such curve was filed as active; inconclusive means small, poorly fitted or top-dose-only effect, or effect the other way, or a change in a side signal; inactive means no such curve, though single readings can be large or run the other way; further: potency means the concentration at half of the fitted maximal effect; % of control where 0% means no effect
#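 Fluorescence polarization binding of Tsg101 binding domain (10 uM final) to FITC-labeled PTAP peptide (50 nM final) in HEPES pH 7.5 buffer with NaCl, Tween 20, EDTA, TCEP. Compounds added before peptide; binding 20 min at RT.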
# uPA surface inh – blocks generation of uPA at the cell surface | cell surface uPA generation assay, qHTS | Potency, µM (doses to about 38.3 µM), without a hit: at the highest dose activity change, negative = inhibition, actives largely listed as inhibitors | 330,000 tested, 0.31% active | AID 540303; active means well fitted inhibition curve with a large enough effect; inconclusive means small, poorly fitted or top-dose-only effect; inactive means no such curve, though single readings can be large or run the other way; tested in mouse RAW 264.7 cells; further: potency means the concentration at half of the fitted maximal effect; on the % scale 0 is the no-effect control and ±100 the full control effect; nearly all actives have a fitted effect of over 55% in size
# USP2a block – blocks human ubiquitin-specific protease USP2a | 330,000 tested, 0.01% active | USP2 core, Ub-CHOP2 coupled fluorogenic reporter, 485/531 | Potency, µM (series often up to 38.3 µM), without a hit: at the highest dose activity change, negative = inhibition, actives largely listed as inhibitors | AID 463254;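 further: potency means the concentration at half of the fitted maximal effect; plate controls were DMSO wells for no effect and full inhibition by NEM control for full effect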
#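 Deubiquitinase activity read as fluorescence (485/531 nm) after Ub-CHOP2 cleavage activates the enterokinase reporter on its substrate; USP2 core 10nM, Ub-CHOP2 and substrate 25nM each, 30min compound preincubation then 60min RT; data normalized to NEM, curves fitted.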
# TRPV1 ag – activates the human vanilloid receptor TRPV1. TRPV1-expressing cells, Fluo-8 calcium influx, agonist mode. activation, % at 8.33 µM. 320,000 tested, 0.19% active. AID 540275; in the data active means activation above about 80%; inconclusive means between about 30% and that limit; further: 0% is about no effect
# Target sequence (Q8NER1 whole entry, looked up): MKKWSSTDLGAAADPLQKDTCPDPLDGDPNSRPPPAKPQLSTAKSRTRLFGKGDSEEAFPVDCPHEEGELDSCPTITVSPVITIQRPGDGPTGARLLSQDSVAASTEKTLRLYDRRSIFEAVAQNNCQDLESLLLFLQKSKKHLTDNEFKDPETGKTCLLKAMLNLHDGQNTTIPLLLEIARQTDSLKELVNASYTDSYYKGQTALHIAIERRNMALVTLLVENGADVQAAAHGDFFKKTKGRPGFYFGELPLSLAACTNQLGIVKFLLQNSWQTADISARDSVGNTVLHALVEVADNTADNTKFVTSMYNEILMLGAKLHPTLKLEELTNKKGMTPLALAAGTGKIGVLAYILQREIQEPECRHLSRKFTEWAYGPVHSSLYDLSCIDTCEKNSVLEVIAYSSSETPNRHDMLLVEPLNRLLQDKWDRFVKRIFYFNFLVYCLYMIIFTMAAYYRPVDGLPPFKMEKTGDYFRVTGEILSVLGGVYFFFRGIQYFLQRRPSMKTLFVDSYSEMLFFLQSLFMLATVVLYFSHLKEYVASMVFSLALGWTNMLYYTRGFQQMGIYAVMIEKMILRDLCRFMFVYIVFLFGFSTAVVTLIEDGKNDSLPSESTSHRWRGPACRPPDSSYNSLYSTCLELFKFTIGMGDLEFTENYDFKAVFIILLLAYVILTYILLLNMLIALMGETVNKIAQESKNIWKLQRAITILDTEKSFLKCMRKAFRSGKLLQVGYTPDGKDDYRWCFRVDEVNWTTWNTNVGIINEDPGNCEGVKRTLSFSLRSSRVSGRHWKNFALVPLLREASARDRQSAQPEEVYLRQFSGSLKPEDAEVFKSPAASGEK
#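 Fluo-8 calcium influx in TRPV1-expressing cells, kinetic read (ex 480/em 520 nm). Compound added and read 3 min for agonist activity, followed by capsaicin at EC20 final and 2 min further read for enhancement.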
# p53 reactivator – restores transcriptional activity of mutant p53 | H1299 p53-A138V BP100-luciferase reporter, luminescence, 24 h | Potency, µM (titrated, usually from 92.2 µM), inactives show at the top dose activity change, positive = activation, actives largely listed as activators | 320,000 tested, 0.063% active; further: potency means the concentration at half of the fitted maximal effect; % of control where 0% means no effect; nearly all actives have a fitted effect of over 45% in size
#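 H1299 (p53-null), stable ts p53-A138V + BP100-Luc; 1000 cells/well, Opti-MEM/10% FBS; cpd 4 pt, 1:5; 24 h, 37 deg C, 5% CO2; detection reagent 10 min RT; luminescence.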
# B2AR arrestin – agonists driving beta-arrestin recruitment to human beta2-adrenergic receptor; Potency, µM (highest dose often 46.1 µM), inactives show top-dose activation, most hits filed as activators; beta-arrestin recruitment to beta2AR, cell-based reporter; 330,000 tested, 0.02% active;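 further: potency means the concentration at half of the fitted maximal effect; 0% = DMSO controls and full agonism = EC100 isoproterenol or metaproterenol; nearly all actives have a fitted effect of over 65% in size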
# a7 integrin act – integrin-mediated muscular dystrophy alleviation activation; alpha7betagal myoblasts, beta-gal FDG fluorescence, 48 h; Potency, µM (titrated, usually from 38.3 µM), for inactives: at the top dose activation, usual class: activators; 350,000 tested, 0.064% active;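 further: potency means the concentration at half of the fitted maximal effect; 100% = response of the positive control SU9516; nearly all actives have a fitted effect of over 60% in size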
#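 alpha7betagal+/- myoblasts (passage 13, 250/well) treated 48 h at 37C with compounds at 1:260 dilution of DMSO stock. Lysed, then beta-galactosidase activity read as FDG fluorescence (ex 480/em 540) after 30 min, with pre-read for autofluorescence.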
# ELG1 genotox – genotoxicity induction in ELG1-luciferase HEK293T cells. HEK293T ELG1-luciferase reporter, luminescence, 16 h. Potency, µM (top dose mostly 46 µM), for inactives: at the top dose activity change, positive = activation, usual class: activators. 330,000 tested, 1.3% active; further: potency means the concentration at half of the fitted maximal effect; % of control where 0% means no effect; nearly all actives have a fitted effect of over 60% in size
#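 Quantitative HTS format in 1536-well plates. HEK293T ELG1-luciferase reporter cells receive test compound and are incubated 16 hr at 37 °C, 5% CO2; ONE-Glo added, 30 min room temperature, then luminescence read.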
# Eya2 phos inh – blocks the phosphatase activity of human Eya2; Potency, µM (titrated, usually from 76.9 µM), without a hit: at the highest dose activity, negative = inhibition, hits mostly inhibitors; recombinant Eya2, OMFP fluorescence dephosphorylation (OMFP is methylfluorescein phosphate); 330,000 tested, 0.006% active; O00167; further: potency means the concentration at half of the fitted maximal effect; on the % scale 0 is the no-effect control and ±100 the full control effect
#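 Eya2 protein (added as 0.2 uM solution) was preincubated with compound for 10 min at ambient temperature in 50 mM HEPES pH 7.5, 50 mM NaCl, 5 uM MgCl2, 0.05% BSA, 1 mM DTT. OMFP (added at 50 uM) then reacted 10 min; fluorescence read at 485/525 nm.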
# * hit, by the source's call; ? = inconclusive; . = not tested or not shown; & = joins results of further samples; [ ] = another dose, or the depositor's remark. Unless noted, the call rests on the fitted dose curve; in most records, active means well fitted curve in the direction sought with a large enough effect; inconclusive means small, poorly fitted or top-dose-only effect, or another doubt; inactive means no such curve, though single readings can be large; an effect the other way counts as inactive or inconclusive.
SMILES,BRCA1 expr act,ASM inhibitor,PTAP TSG101 blk,uPA surface inh,USP2a block,TRPV1 ag,p53 reactivator,B2AR arrestin,a7 integrin act,ELG1 genotox,Eya2 phos inh
COC(=O)c1ccc2c(c1)S(=O)(=O)NC(=NCc1ccco1)S2,5.7%,-1.9%,-5.4%,-6.7%,2.2%,10.5,-1.2%,0.1%,5.6%,7.0%,-11.9%[15.4 µM]
Oc1ccc2ccccc2c1C=NC1CCCCC1,-34.8%,-2.8%,1.0%,5.5%,-9.8%,?,11.8%,-0.3%,-2.0%,-6.3%,-3.0%
Fc1ccc(-n2cc(CNCCc3ccccn3)c(-c3ccccc3Cl)n2)cc1,-52.6%,-0.6%,-0.5%,4.1%,-6.1%,24.8,-4.2%,-0.6%,5.6%,-5.9%,-5.6%
O=C(COc1ccccc1)NC(=S)Nc1cccc([N+](=O)[O-])c1,-2.0%,-10.9%,-1.0%,1.2%,-1.1%,2.0,28.8%,-0.8%,-16.1%,1.3%,-6.7%
O=C(CCn1nnc2ccccc21)OCC(=O)c1ccc([N+](=O)[O-])cc1,-13.3%,2.6%,-8.2%,7.0%,0.3%,-0.7,-5.3%,-0.7%,35.8%,-6.9%,-0.6%
CN(c1ccccc1)S(=O)(=O)c1cc(C(=O)OCC(=O)N2CCN(C(=O)c3ccco3)CC2)ccc1Cl,-46.0%,1.2%,-0.1%,-4.2%,0.7%,-0.4,-0.4%,0.0%,-23.3%,-5.6%,0.8%
CCN(C(=O)COC(=O)c1nc2nc(C)cc(C)n2n1)C1CCS(=O)(=O)C1 (configuration not stated),3.0%,-2.0%,-0.7%,4.3%,0.9%,-1.5,6.9%,-1.0%,8.6%,2.2%,8.3%
COc1ccccc1CNC(=O)COC(=O)c1cccc(S(=O)(=O)N2CCCCC2)c1,1.1%,5.7%,-4.2%,4.1%,1.2%,8.8,-11.7%,0.5%,-10.9%,0.1%,-4.2%
Cc1c(C(C)NC(=O)c2cc(COc3cccc4cnccc34)on2)cnn1C (configuration not stated),-20.1%,6.9%,0.8%,?,2.5%,4.1,-6.9%,0.2%,-12.6%,-9.4%[9.26 µM],-2.6%
NS(=O)(=O)c1ccc(CCNC(=O)c2cccc(S(=O)(=O)N3CCCC3)c2)cc1,-21.2%,5.0%,-0.9%,3.5%,6.2%,0.8,-2.0%,-0.2%,-16.8%,-0.8%,-7.2%
O=C1NC(=S)N/C1=C\c1cccnc1,21.0%,3.5%,0.8%,8.9%,5.5%,0.2,1.0%,-1.1%,16.0%,-6.8%,?
CCOc1ccccc1C1C(C(N)=O)=C(C)Nc2nc(CCCO)nn21 (configuration not stated),0.0%,6.4%,2.9%,17.1%,2.6%,.,3.6%,0.5%,-4.1%,3.8%,8.9%

# Single records, as listed above. Screens in order: BRCA1 expr act, ASM inhibitor, PTAP TSG101 blk, uPA surface inh, USP2a block, TRPV1 ag, p53 reactivator, B2AR arrestin, a7 integrin act, ELG1 genotox, Eya2 phos inh
# Listed for CN(c1ccccc1)S(=O)(=O)c1cc(C(=O)OCC(=O)N2CCN(C(=O)c3ccco3)CC2)ccc1Cl → -46.0%, 1.2%, -0.1%, -4.2%, 0.7%, -0.4, -0.4%, 0.0%, -23.3%, -5.6%, 0.8%
# Listed for O=C1NC(=S)N/C1=C\c1cccnc1 → 21.0%, 3.5%, 0.8%, 8.9%, 5.5%, 0.2, 1.0%, -1.1%, 16.0%, -6.8%, ?
# Listed for Cc1c(C(C)NC(=O)c2cc(COc3cccc4cnccc34)on2)cnn1C (configuration not stated) → -20.1%, 6.9%, 0.8%, ?, 2.5%, 4.1, -6.9%, 0.2%, -12.6%, -9.4%[9.26 µM], -2.6%

# (further entries)
SMILES,BRCA1 expr act,ASM inhibitor,PTAP TSG101 blk,uPA surface inh,USP2a block,TRPV1 ag,p53 reactivator,B2AR arrestin,a7 integrin act,ELG1 genotox,Eya2 phos inh
CN=C1SC(CC(=O)NCCc2ccc(OC)c(OC)c2)C(=O)N1C (configuration not stated),-19.1%&27.5%,0.3%&-3.3%,-6.6%&-0.2%,1.0%&-0.7%,-0.4%,-3.8,-0.1%,0.2%,-21.4%&-14.7%,1.4%,-2.0%
CCN1C(=O)C2C(c3ccccc3F)NC(Cc3ccc(O)cc3)(C(=O)OC)C2C1=O (configuration not stated),6.3%,-0.9%,-1.4%,0.7%,-1.9%,1.9,?,0.2%,14.5%,-11.3%,9.9%
O=C(COC(=O)CCC(=O)c1ccc(F)cc1)Nc1cccc(S(=O)(=O)N2CCCC2)c1,6.8%,-4.1%,-3.1%,-30.5%,0.0%,0.8,5.5%,-0.4%,-5.1%,-0.5%,-9.9%
O=C(O)c1cccc(-c2ccc(/C=N/n3cnnc3)o2)c1,?,17.6%,-6.1%,2.5%,1.3%,-1.9,.,-0.4%,-12.8%,2.8%,2.4%
COc1cc(C(C)=O)ccc1OC(=O)c1cc2cccc(OC)c2oc1=O,0.0%,-0.7%,-4.7%,-2.9%,0.0%,0.2,-0.5%,0.0%,17.9%,10.1%,-5.0%
C=CCN(CC=C)C(=O)C1CCN(S(=O)(=O)c2ccc(-n3cnnn3)cc2)CC1,-1.7%,-8.0%,-0.2%,3.1%,0.6%,2.0,-1.6%,0.0%,-4.3%,-0.6%,-2.2%
COc1ccc(/C=C/C(=O)OCC(=O)Nc2ccc(OC)c(S(=O)(=O)N3CCCCC3)c2)cc1,-3.8%,-16.2%,0.5%,3.4%,-1.8%,-0.2,15.4%,-0.2%,-6.6%,-0.1%,10.9%
COc1ccccc1CNC(=O)C1CCC(CNS(=O)(=O)c2ccc(C)cc2)CC1 (configuration not stated),-19.6%,-0.1%,-9.1%,1.9%,-0.3%,-4.6,-5.9%,-0.5%,-18.8%,-7.8%,10.0%
O=C(Cn1cnc2c(OCc3ccccc3)ncnc21)NCCN1CCOCC1,9.1%,-1.0%,-3.4%,-4.8%,2.4%,.,1.7%,1.8%,5.9%,7.3%,-14.3%
COc1cccc(C(=O)NC(c2ccccc2)C2CCCC2)c1 (configuration not stated),-1.0%,?,0.3%,-1.3%,1.4%,7.9,10.8%,-0.7%,8.0%,-5.6%,1.2%
Cc1ccc(-c2csc(NC(=O)/C=C/c3ccco3)c2C(=O)O)cc1,?,-0.4%,-6.3%,-11.1%,0.4%,0.3,?,0.3%,-4.0%,?,-7.5%
OCCCc1nc2n(n1)C(c1cccs1)C=C(c1ccc(Br)cc1)N2 (configuration not stated),.,.,.,.,?,18.6,-4.0%,0.3%,.,-13.3%,148.5%
CSCC[C@H](NC(=O)[C@H](Cc1ccccc1)n1c(=O)[nH]c2ccccc2c1=O)C(=O)N1CCC[C@H]1C(=O)O,4.2%,8.9%,-0.4%,-3.2%,1.9%,-2.6,.,-0.8%,32.1%,3.9%,8.3%
CCC1Nc2ncnc(N3CCCCC3)c2N(Cc2ccc(OC)cc2)C1=O (configuration not stated),-3.6%&1.0%,6.1%,-1.0%,-3.7%,-0.5%,.,8.2%,-1.5%,0.0%,4.3%,12.9%
COc1ccc(NC(=O)C(C)N2C(=O)c3ccccc3C2=O)cc1S(=O)(=O)N1CCOCC1 (configuration not stated),-0.8%,0.6%,0.6%,1.2%,4.1%,-6.1,-2.5%,-0.3%,-25.4%,-4.8%,14.6%
CN(CC(=O)Nc1ccc(Cl)c(C(F)(F)F)c1)Cc1cc(=O)n2ccsc2n1,-4.6%,-1.9%,-3.1%,-1.2%,-1.3%,5.8,-6.1%,0.4%,-15.2%,-4.4%,-3.1%
COc1ccc(CNC(=O)C(c2ccco2)N(C(=O)c2ccccn2)c2ccccc2)cc1 (configuration not stated),-0.6%,6.8%,-2.5%,13.6%,13.7%,15.8,5.9%,-1.0%,-9.7%,?,-18.5%
O=C(Nc1ccc(-c2noc(COc3ccccc3Cl)n2)cc1)c1ccco1,?,-7.6%,-6.1%,-9.4%,1.4%,5.5,?,-1.1%,-1.9%,?,-14.0%
Cc1ccc([C@@H]2[C@@H]3C(=O)N(c4ccccc4)C(=O)[C@@H]3[C@]3(Cc4ccccc4)C(=O)N(CC4CC4)CC(=O)N23)o1,3.8%,-1.8%,-1.7%,10.5%,0.0%,2.2,7.7%,-0.4%,5.0%,-1.1%,10.1%

# As entered above.
# Reading for COc1ccc(NC(=O)C(C)N2C(=O)c3ccccc3C2=O)cc1S(=O)(=O)N1CCOCC1 (configuration not stated) in B2AR arrestin: -0.3%
# Reading for CN=C1SC(CC(=O)NCCc2ccc(OC)c(OC)c2)C(=O)N1C (configuration not stated) in USP2a block: -0.4%
